# PDI turbidity: inhibitors of human protein disulfide isomerase | actives 0.052% (n = 350,000) | AID 588391 | PDI insulin aggregation turbidity, A650, 90 min | P07237 | inhibition, % at 10 µM;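 active = mean inhibition across replicates of 30% or more, whatever share of single replicates reach that level; inconclusive = mean inhibition below 30% while every single replicate reaches 30%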;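 note: absorbance from insulin aggregation driven by PDI reduction with DTT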
# Target sequence (P07237 whole entry, looked up): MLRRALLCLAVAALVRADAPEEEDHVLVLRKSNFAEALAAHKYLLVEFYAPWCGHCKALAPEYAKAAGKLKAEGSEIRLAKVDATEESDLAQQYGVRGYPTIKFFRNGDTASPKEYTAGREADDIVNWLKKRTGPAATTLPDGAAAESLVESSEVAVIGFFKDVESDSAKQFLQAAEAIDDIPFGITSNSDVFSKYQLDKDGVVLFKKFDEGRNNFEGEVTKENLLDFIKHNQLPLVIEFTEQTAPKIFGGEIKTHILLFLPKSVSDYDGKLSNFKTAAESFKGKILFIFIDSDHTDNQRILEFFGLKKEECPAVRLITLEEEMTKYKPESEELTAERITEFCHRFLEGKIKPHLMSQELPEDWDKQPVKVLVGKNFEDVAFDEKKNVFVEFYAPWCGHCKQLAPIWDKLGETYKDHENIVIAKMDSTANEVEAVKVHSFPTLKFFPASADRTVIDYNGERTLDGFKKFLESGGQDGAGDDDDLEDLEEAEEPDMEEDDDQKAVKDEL
# hiPSC survival: hiPSC single-cell survival enhancement | ATPlite luminescence; 100% = ROCK inhibitor wells, 0% = DMSO | actives 0.044% (n = 360,000) | survival enhancement, % at 20 µM; in the data active = survival enhancement above about 18%;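 note: cells exposed to compounds for 16 hours before the ATP read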
# NR2E3 ag-1: agonists of human nuclear receptor NR2E3 | GST-NR2E3/biotin-RetCOR TR-FRET, 1536-well | inhibition of corepressor binding, % at 4.78 µM | AID 2300 | Q9Y5X4 | actives 0.12% (n = 320,000);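 active = percent inhibition above the cutoff of mean plus 3 SD of all tested compounds, set per screening campaign, cut at about 20% in these data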;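 note: 0% = DMSO wells and 100% = biotin wells as full block of FRET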
# Target sequence (Q9Y5X4 whole entry, looked up): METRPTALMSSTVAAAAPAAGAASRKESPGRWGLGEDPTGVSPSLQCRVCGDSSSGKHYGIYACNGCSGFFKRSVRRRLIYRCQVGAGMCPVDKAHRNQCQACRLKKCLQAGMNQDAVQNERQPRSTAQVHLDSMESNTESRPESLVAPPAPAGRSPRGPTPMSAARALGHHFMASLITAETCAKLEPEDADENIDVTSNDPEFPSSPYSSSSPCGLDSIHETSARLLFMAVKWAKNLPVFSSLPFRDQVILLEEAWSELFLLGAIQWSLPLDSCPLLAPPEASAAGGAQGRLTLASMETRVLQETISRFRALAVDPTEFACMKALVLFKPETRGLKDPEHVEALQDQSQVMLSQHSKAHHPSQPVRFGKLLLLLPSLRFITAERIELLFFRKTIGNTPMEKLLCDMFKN
#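 Format: 1536-well format; test system: GST-NR2E3 and biotin-RetCOR proteins; read-out basis: percent inhibition of TR-FRET ratio; timing: 5 h incubation at 4 °C; detection: time-resolved FRET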
# MITF TRPM1 inh: MITF TRPM1 promoter inhibition in SK-MEL-5 cells; inhibition, % at 12.5 µM; actives 0.83% (n = 330,000); SK-MEL-5 TRPM1 promoter luciferase, 24 h; AID 488899;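 active = mean inhibition across replicates of 60% or more, whatever share of single replicates reaches that level; inconclusive = some that reach 60%, reason not given; inactive = mean inhibition across replicates below 60%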; note: values of inactives mirror those of a sister screen read the other way
# Peg3 prom inh: reduces Peg3 promoter-driven luciferase expression in HeLa. HeLa PEG-Prom luciferase reporter, luminescence, overnight. actives 1.7% (n = 360,000). inhibition, % at 20 µM;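 active = inhibition of at least 50% at 20 µM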
# Vif imaging: HIV Vif inhibition. inhibition, % at 7.49 µM. HEK293T cells, Vif self-association by quenched fluorescence, imaging, 24 h. actives 0.35% (n = 340,000); in the data active = inhibition above about 50%, passing the limit was not always enough; inconclusive = no clear call, values can overlap the other calls; inactive = below about 31%; note: some results filed as inactive read as strong as hits
# Exocytosis inh: lytic granule exocytosis inhibition | TALL-104 LAMP-1 surface exposure, flow cytometry; cells stimulated with thapsigargin and PMA | inhibition, % at 10 µM | actives 0.66% (n = 360,000) | AID 651702;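 active = inhibition above about 55%, limit read from the data; inconclusive = no clear call, values can overlap the other calls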
# CaV13 FRET inh: Disruptors of the CACNA1D IQ motif to Ca2+-dependent inactivation inhibitor domain association, primary screening, Förster resonance energy transfer in intact living …; HEK cells, CFP/YFP FRET ICDI-IQ, plate reader, 10 min; percent FRET-ratio fall versus neutral wells; inhibition, % at 12.3 µM; actives 0.098% (n = 340,000);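 active = mean replicate inhibition of at least 30% and at least 1% of replicates passing that level; inconclusive = only one of the two criteria is met; inactive = neither criterion is met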;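 note: 0% = median of the neutral control wells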
# HIF-2a inh: HIF-2a inhibition. 786-0 RCC cells HIF-2a reporter, luciferase luminescence, overnight. inhibition, % at 18.8 µM. actives 0.72% (n = 360,000);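 active = inhibition of the luminescence signal of 40% or more relative to plate controls, in a single-dose primary screen at 18.75 µM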
# NR2E3 ag-2: human photoreceptor-specific nuclear receptor agonism. Q9Y5X4. CHO-S Gal4-NCOR/VP16-NR2E3 two-hybrid, luciferase. inhibition of corepressor binding, % at 3.98 µM. actives 0.35% (n = 360,000). AID 602229;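 active = inhibition above the mean of all tested compounds plus 3 SD, cut at about 70% in these data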;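 note: 0% = DMSO with NR2E3 transfected cells and 100% = cells lacking NR2E3 construct; higher means lower luciferase signal from less NR2E3 corepressor binding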
# aDG glyco act: alpha-DG glycosylation activation; actives 0.22% (n = 360,000); activation, % at 10 µM; Pro5-aDG cells, alpha-DG glycosylation AlphaScreen (IIH6); 0% Pro5, 100% B10-LARGE cell signal;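 active = activation of at least 8% versus controls, or a plate z-score of at least 8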;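 note: Pro5 are CHO cells carrying HIG-tagged alpha-DG that lacks glycosylation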
# The depositor's hits bear a star; ? = inconclusive; . = not tested or not shown.
SMILES,PDI turbidity,hiPSC survival,NR2E3 ag-1,MITF TRPM1 inh,Peg3 prom inh,Vif imaging,Exocytosis inh,CaV13 FRET inh,HIF-2a inh,NR2E3 ag-2,aDG glyco act
O=C(CNC(=O)OCc1ccccc1)NC(Cc1cnc[nH]1)C(=O)O (stereo unspecified),-15,2.6,.,3,3,3,-3,-7,4,-15,-0.2
O=C(CCc1nnc(CCC2CCCCC2)o1)NCCn1cccn1,-5,-0.3,-3,-2,-9,-2,-2,4,15,5,-0.3
Cc1ccc(Nc2cc(C)nc(N3CCOCC3)n2)cc1,1,0.2,3,-2,-91,8,-13,.,-158,-19,0.0
COc1ccc(CCNC(=O)c2cc3c(C)nccc3[nH]c2=O)cc1OC,15,-0.7,-3,5,20,-2,-2,-2,25,-13,2.1
O=C(CCn1nnc2ccccc21)Nc1nnc(COc2ccccc2F)s1,5,-3.7,3,-4,3,-2,-3,-6,8,-23,0.2
O=c1[nH]ncc(NCCCO)c1Cl,-7,-0.2,1,6,18,7,-3,.,11,-8,0.2
CC(=O)C1=C(O)C(=O)N(c2ccccn2)C1c1cccc(F)c1 (stereo unspecified),-11,-0.1,-2,0,-19,-7,-6,-4,-34,-11,-0.1
Cc1cc(=O)oc2cc(OCC(=O)OCC(=O)NC(C)C)ccc12,2,0.6,1,10,-4,-2,-1,-18,10,11,0.0
c1ccc2c(c1)nc1n2CCN1,11,-0.2,3,-2,-5,6,2,.,-4,-32,0.2
CCC1(C)CN=C(c2ccccc2)NC1 (stereo unspecified),9,3.1,.,7,-13,14,-1,-10,10,-2,0.2

# Reprinted at random: 4 records from the list.
SMILES,PDI turbidity,hiPSC survival,NR2E3 ag-1,MITF TRPM1 inh,Peg3 prom inh,Vif imaging,Exocytosis inh,CaV13 FRET inh,HIF-2a inh,NR2E3 ag-2,aDG glyco act
Cc1cc(=O)oc2cc(OCC(=O)OCC(=O)NC(C)C)ccc12,2,0.6,1,10,-4,-2,-1,-18,10,11,0.0
Cc1ccc(Nc2cc(C)nc(N3CCOCC3)n2)cc1,1,0.2,3,-2,-91,8,-13,.,-158,-19,0.0
CCC1(C)CN=C(c2ccccc2)NC1 (stereo unspecified),9,3.1,.,7,-13,14,-1,-10,10,-2,0.2
O=c1[nH]ncc(NCCCO)c1Cl,-7,-0.2,1,6,18,7,-3,.,11,-8,0.2

# The list continues.
SMILES,PDI turbidity,hiPSC survival,NR2E3 ag-1,MITF TRPM1 inh,Peg3 prom inh,Vif imaging,Exocytosis inh,CaV13 FRET inh,HIF-2a inh,NR2E3 ag-2,aDG glyco act
COc1ccc(CCNC(=O)c2ccc(N3CCCC3=O)cc2)cc1,-11,-0.3,7,-10,-10,25,-3,-1,-12,15,-0.1
COc1cccc(-c2cc(C(=O)NCC3CCCO3)c3ccccc3n2)c1 (stereo unspecified),6,-3.1,-5,0,12,6,0,-2,2,-37,0.1
COc1cc2ccccc2cc1C(=O)Nc1ccc(N2CCN(C(=O)C(C)C)CC2)cc1,4,-0.4,-2,17,77*,-6,11,-7,-13,-4,1.6
O=C(CN(c1cccc(Cl)c1)S(=O)(=O)c1ccc(Cl)cc1)NCc1ccccn1,0,-0.1,0,9,9,-11,-4,-6,15,2,-0.3
CC(C)C(=O)N1CCN(c2ccccc2NC(=O)c2ccc(Br)o2)CC1,-6,-1.3,.,13,18,-11,0,-5,1,-18,0.1
O=S(=O)(NCCNS(=O)(=O)c1c(F)cccc1F)c1ccc2c(c1)OCCO2,0,-2.1,.,-7,12,-4,-10,-5,-16,-20,0.0
COc1cccc(NC(=O)C2(C)CCN2C(=O)Cc2ccc(C(C)C)cc2)c1 (stereo unspecified),1,5.3,.,.,-10,-4,-4,-5,15,-3,0.3
Cc1cc(-c2c(C)[nH]n(-c3ccc(Cl)cc3)c2=O)n(-c2ccccc2)n1,0,0.3,2,12,-3,-3,1,-4,4,-1,-0.1
COc1cccc(C2=Cc3ccc(F)cc3C(CC(C)=O)N2c2ccc(-c3cc(OC)c(OC)c(OC)c3)cc2)c1 (stereo unspecified),.,0.1,.,.,.,.,-5,-6,10,-18,-0.3
COc1ccc(CN2CCc3ccccc3C2)c(OC)c1,7,-0.1,-3,6,-6,-10,3,-4,21,-3,0.0
Cc1cc(=O)oc2cc(NC(=O)C(C)Oc3ccc(F)cc3)ccc12 (stereo unspecified),-7,0.4,-2,-22,-29,0,-1,-5,-34,-20,0.0
CC1CCCC(NC(=O)c2ccc3c(c2)OCO3)C1C (stereo unspecified),-10,-0.6,2,-70,-296,-3,0,-6,-186,-10,0.1
O=C(COc1ccccc1Cl)NC1CC1,-4,-0.6,-1,-16,-28,-1,0,-6,-39,-21,0.0
COc1ccc(N2CCN(C(=O)c3ccccc3F)CC2)c([N+](=O)[O-])c1,7,0.2,0,-7,12,-3,8,-5,14,-6,-0.1
Cc1nc2ncnn2c(N2CCN(C(=O)c3cccc(F)c3)CC2)c1Cc1ccccc1,-1,-0.4,5,9,14,.,0,-8,-2,-22,0.3
CC1(C)C(=O)NCCN1C(=O)c1ccc2nc(Cc3ccccc3F)oc2c1,-5,0.0,2,9,-14,-33,32,-5,-3,14,0.7
O=C(Nc1ccc(Cl)c(Cl)c1)Nc1nc(-c2ccccc2)cs1,-10,6.9,1,10,-2,-6,-1,-4,-43,18,0.1
CCCCc1c(O)nc(SCC(=O)c2ccccc2)n(-c2ccccc2C)c1=O,7,-0.3,-1,4,3,3,2,-5,-9,12,0.2
COc1cccc(-c2nnc(-c3ccc4ccccc4c3)o2)c1,0,-2.3,.,-60,-258,-6,-1,-5,-138,-143,0.1
Cn1c(=O)c2c(ncn2CC(=O)OCC(=O)NCc2ccccc2Cl)n(C)c1=O,-18,0.8,4,-1,10,-2,-3,-3,13,-3,-0.2
CCOC(=O)c1ccc(N2C(=O)CC(N3CCC(O)(c4ccc(Br)cc4)CC3)C2=O)cc1 (stereo unspecified),2,-1.5,-3,-2,18,1,-3,0,21,-33,-0.2
COc1ccc(-c2nc(C)sc2C)cc1,-4,-0.2,5,-24,-29,0,1,-6,-44,-6,0.5
S=C(NCc1ccc(Cl)c(Cl)c1)NCc1ccco1,-13,-0.5,.,1,9,?,6,.,-4,-31,0.1
COC(=O)CSc1ncccc1-c1nc2ccccc2[nH]1,-8,-1.5,1,-9,-27,-8,-2,-9,-37,21,0.2
Cc1cccc(Cn2nc(C)c(NC(=O)c3ccc(F)cc3)c2C)c1,25,0.2,0,0,10,-3,0,4,18,-15,-0.1
Cc1c(C(=O)NCCN2CCOC2=O)oc2c(F)cccc12,13,-0.5,-4,4,-19,5,-3,-4,-27,4,0.6
CCn1c(SCC(=O)Nc2ccc(S(N)(=O)=O)cc2)nnc1-c1cccc(OC)c1,2,1.8,3,8,1,-1,-1,-7,-4,-10,0.0
COCCN(C(=O)CSc1nc2ccccc2s1)c1c(N)n(Cc2ccccc2)c(=O)[nH]c1=O,3,2.9,.,4,-44,9,10,-4,-70,-20,0.1
CN(C)S(=O)(=O)N1CCC(n2nccc2NC(=O)CCCc2ccccc2)CC1,3,-0.1,-1,-7,-4,-2,-4,-2,-9,-13,-0.2
CCOc1ccc(S(=O)(=O)N(CC(=O)N2CCC(C(N)=O)CC2)c2ccc(F)cc2)cc1,5,0.0,1,7,3,0,-2,-11,12,2,-0.1
CC(=O)c1cccc(NC(=O)c2cccc(S(=O)(=O)N(C)C)c2)c1,-16,2.2,-1,2,-2,4,0,0,-6,13,-0.5
CC1CCN(C(=O)c2cc(-c3ccc4c(c3)OCO4)on2)CC1,-11,-0.1,0,-87,-287,20,-7,-19,-145,-179,-0.1
Cc1ccc(S(=O)(=O)N2CCCCC2)cc1NC(=O)COC(=O)c1ccccc1F,-3,5.5,2,6,5,7,2,-5,21,-6,0.8
CCN(CC)S(=O)(=O)c1ccc(O)c(NC(=O)CN2CCc3ccccc3C2)c1,0,1.1,4,2,8,-4,0,-5,21,2,-0.4
N#CCCn1cc(C(=O)Nc2ccccc2Br)c(-c2cccs2)n1,6,-2.2,-2,-3,21,6,-2,1,15,6,0.6
O=C(Nc1cccc(Cl)c1N1CCOCC1)c1cc([N+](=O)[O-])ccc1N1CCOCC1,-3,0.3,2,-6,27,-3,-1,-5,6,-1,0.0
O=C(Nc1ccccc1-c1nnc(SCc2ccc(Cl)cc2)o1)c1ccccc1,5,-4.2,0,-8,21,1,-2,-5,7,-6,-0.2
CC(=O)NCC(=O)OCC(=O)Nc1nc(-c2ccccc2)cs1,-1,-0.3,2,-6,-135,.,-2,28,-183,-18,0.5
O=C(C[C@H]1C/C=C\CC[C@H](Cc2ccc(F)cc2)C(=O)O[C@@H](c2ccccc2)CNC1=O)N[C@@H](CO)Cc1ccccc1,1,-1.5,.,1,66*,-3,-1,-5,17,-7,1.0
CC(C)c1ccc(S(=O)(=O)Nc2ccc(SC(F)F)cc2)cc1,3,4.5,-5,-1,4,-7,-3,-5,-4,24,-0.1
N#CCSc1nnc(Cc2ccc3c(c2)OCO3)o1,5,1.5,3,-10,-7,9,0,-4,-12,-18,0.4
Cc1ccc(N2CC(C(=O)Nc3nnc(SCCN4CCOCC4)s3)CC2=O)cc1C (stereo unspecified),-5,-0.1,-5,2,13,-2,34,-6,-11,8,0.6
OCc1ccccc1OCCCOc1cccc2cccnc12,3,-0.4,2,-48,-109,10,-6,-5,-149,-38,0.1
CC(CCC(=O)O)(c1ccc(O)cc1)c1ccc(O)cc1,.,-2.4,1,-7,-2,3,3,.,12,-11,0.1
Cc1ccc(S(=O)(=O)N(C)C)cc1NC(=O)COC(=O)CC1CCCC1,6,0.2,-1,6,8,-3,-1,-6,12,-13,-0.1
CCOC(=O)C1=C(C)N(C)C(=O)NC1c1cc2c(cc1[N+](=O)[O-])OCO2 (stereo unspecified),-8,-0.6,4,2,9,-12,2,-3,8,-13,0.0
O=C(COc1ccccc1-c1ccccc1)c1ccccc1,6,2.3,-1,4,-16,2,-2,-3,-7,4,0.2
CC(C)Nc1nc(-c2ccccn2)nc(-c2ccccc2)c1C#N,-12,0.4,5,8,14,-5,-1,-4,10,3,8.8*
Cc1nc(SCC(=O)NCCc2ccccc2)nc(C)c1C,2,2.8,-1,-7,-1,-3,-1,.,1,2,0.0
CCOC(=O)/C(C#N)=C1\C=CN(C)C(C)=N1,-9,-1.6,-1,-7,-14,.,3,-4,2,22,0.0
CC(=O)c1cccc(N(CC(=O)Nc2ccc(S(=O)(=O)N3CCCC3)cc2)S(C)(=O)=O)c1,-12,-0.3,1,-2,15,-2,1,-6,13,-5,-0.6
COc1ccc(-c2oc3ncn4nc(COc5ccccc5)nc4c3c2-c2ccc(OC)cc2)cc1,-6,-0.4,-2,1,22,2,0,-5,14,-2,-0.4
CCCCC(C(=O)NC1CCCC1)N(C(=O)c1snc(C(N)=O)c1N)c1ccc(C)cc1 (stereo unspecified),-14,-0.3,4,-1,9,14,-16,-3,5,0,0.0

# Source: PubChem
